# TCR act – Activators of T cell receptors: qHTS campaign; primary human leukocytes, anti-CD3, IL-2 HTRF, 48 h; Potency, µM (titrated, usually from 9.22 µM), without a hit: top-dose activation of IL-2 secretion, hits mostly activators; 330,000 tested, under 10 active; AID 504894, 2011; note: % of control where 0% means no effect
#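 Human primary leukocytes + a-CD3 beads + cpd, 48 hr; IL-2 in supernatant by HTRF (ex 320nm / em 665nm). No co-stimulatory signal supplied.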
# BRCA1 expr act – qHTS Assay to Identify Small Molecule Activators of BRCA1 Expression | AID 624202, 2012 | Potency, µM (titrated, usually from 46.1 µM), without a hit: at the top dose activation, usual class: activators | actives 1.1% (n = 380,000) | MCF7-BRCA1-FFLuc reporter, luminescence, 48 h; response scale: scaled: vehicle 0%, 10 µM genistein 100%; note: potency is the fitted concentration of half-maximal effect; nearly all actives have a fitted effect of over 80% in size; some results filed as inactive show a strong effect at the top dose
#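 Luminescence from a BRCA1-driven firefly luciferase in MCF7 cells was read after 48 h compound exposure at 37 C. Data normalized against DMSO and a 10microM genistein activation control, then curve-fitted across the titration.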
# MLL CXXC-DNA inh – qHTS Fluorescence Polarization Assay for Inhibitors of MLL CXXC domain - DNA interaction. actives 0.037% (n = 290,000). Histone-lysine N-methyltransferase 2A (Homo sapiens), Q03164. MLL-CXXC / FITC-HOXA9 DNA fluorescence polarization. Potency, µM (titrated, usually from 115 µM), for inactives: top-dose activity change, negative = inhibition, hits mostly inhibitors; active = well fitted inhibition curve with a large enough effect in the polarisation, with a control signal flat, not every such curve was filed as active; inconclusive = small, poorly fitted or top-dose-only effect, or effect the other way, or a change in a side signal; inactive = no such curve, though single readings can be large or run the other way; the % refers to the polarisation; note: potency is the fitted concentration of half-maximal effect
#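 Fluorescence polarization: 7 uM MLL-CXXC (stock) preincubated 5 min with compounds, then 50 nM fluorescein-HOX-A9 DNA (stock) added; 30 min ambient. Buffer 50 mM Tris-HCl pH 7.5, 50 mM NaCl, 1 mM DTT, 0.05% BSA.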
# a7 integrin act – qHTS for Activators of Integrin-Mediated Alleviation for Muscular Dystrophy; alpha7betagal myoblasts, beta-gal FDG fluorescence, 48 h; Potency, µM (series often up to 38.3 µM), inactives show at the top dose activation, most hits filed as activators; actives 0.064% (n = 350,000); AID 624291, 2012;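 note: potency is the fitted concentration of half-maximal effect; 100% = response of the positive control SU9516; nearly all actives have a fitted effect of over 60% in size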
#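 alpha7betagal+/- myoblasts (passage 13, 250/well) treated 48 h at 37C with compounds at 1:260 dilution of DMSO stock. Lysed, then beta-galactosidase activity read as FDG fluorescence (ex 480/em 540) after 30 min, with pre-read for autofluorescence.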
# TRPV1 agonist – HTS Assay for Compounds that Act as Agonists of the Vanilloid Receptor 1. Transient receptor potential cation channel subfamily V member 1 (Homo sapiens), Q8NER1. TRPV1-expressing cells, Fluo-8 calcium influx, agonist mode. activation, % at 8.33 µM. actives 0.19% (n = 320,000); in the data active = activation above about 80%; inconclusive = between about 30% and that limit; note: 0% is about no effect
#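 TRPV1-expressing cells were cultured overnight at 35.5C and loaded with Fluo-8 calcium dye for 40 to 90 min at room temperature. After a 10 s baseline, compound was added and calcium influx was read kinetically for 3 min (ex 480/em 520 nm).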
# B2AR arrestin – qHTS assay of beta-arrestin-biased ligands of beta2-adrenergic receptor. Beta-2 adrenergic receptor (Homo sapiens), P07550. beta-arrestin recruitment to beta2AR, cell-based reporter. Potency, µM (series often up to 46.1 µM), inactives show top-dose activation, actives largely listed as activators. actives 0.02% (n = 330,000). AID 492947, 2010;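 note: potency is the fitted concentration of half-maximal effect; 0% = DMSO controls and full agonism = EC100 isoproterenol or metaproterenol; nearly all actives have a fitted effect of over 65% in size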
# Target sequence (P07550 whole entry, looked up): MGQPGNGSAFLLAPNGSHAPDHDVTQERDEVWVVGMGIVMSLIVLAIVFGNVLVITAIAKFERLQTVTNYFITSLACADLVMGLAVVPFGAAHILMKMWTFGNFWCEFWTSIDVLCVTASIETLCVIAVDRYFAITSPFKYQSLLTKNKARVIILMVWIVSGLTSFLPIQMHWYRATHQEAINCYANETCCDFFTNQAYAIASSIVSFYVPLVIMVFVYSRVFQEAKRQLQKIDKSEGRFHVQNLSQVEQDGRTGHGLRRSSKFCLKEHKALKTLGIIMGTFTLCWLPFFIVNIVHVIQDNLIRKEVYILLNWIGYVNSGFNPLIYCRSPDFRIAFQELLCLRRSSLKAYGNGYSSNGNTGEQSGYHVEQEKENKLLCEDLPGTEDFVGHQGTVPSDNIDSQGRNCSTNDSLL
# AT treatment – qHTS Assay for Identifying a Potential Treatment of Ataxia-Telangiectasia. […] A-T fibroblasts, KAP-1 phosphorylation AlphaLISA; neocarzinostatin DNA damage 30 min before lysis. actives 0.19% (n = 320,000). Potency, µM (doses to about 57.5 µM), without a hit: at the top dose activation, usual class: activators; note: potency is the fitted concentration of half-maximal effect; % of control where 0% means no effect; nearly all actives have a fitted effect of over 45% in size
#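 ATM-like activity read as KAP-1 phosphorylation via AlphaLISA donor/acceptor antibody pairs after lysis and 6 hr at 25C. Cells were ATM-null patient fibroblasts ([…], hTERT), dosed 60 min, then exposed to the DSB inducer NCS for 30 min.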
# TSG101-PTAP inh – qHTS Assay for Iinhibitors of HIV-1 Budding by Blocking the Interaction of PTAP/TSG101; Tumor susceptibility gene 101 protein (Homo sapiens), Q99816; AID 493005, 2010; Fluorescence polarization, FITC-PTAP peptide / Tsg101 binding; Potency, µM (highest dose often 115 µM), for inactives: at the top dose activity change, negative = inhibition, hits mostly inhibitors; 340,000 tested, under 10 active; active = well fitted inhibition curve with a large enough effect in the main read-out, with a control signal flat, not every such curve was filed as active; inconclusive = small, poorly fitted or top-dose-only effect, or effect the other way, or a change in a side signal; inactive = no such curve, though single readings can be large or run the other way; note: potency is the fitted concentration of half-maximal effect; % of control where 0% means no effect
# Target sequence (Q99816 whole entry, looked up): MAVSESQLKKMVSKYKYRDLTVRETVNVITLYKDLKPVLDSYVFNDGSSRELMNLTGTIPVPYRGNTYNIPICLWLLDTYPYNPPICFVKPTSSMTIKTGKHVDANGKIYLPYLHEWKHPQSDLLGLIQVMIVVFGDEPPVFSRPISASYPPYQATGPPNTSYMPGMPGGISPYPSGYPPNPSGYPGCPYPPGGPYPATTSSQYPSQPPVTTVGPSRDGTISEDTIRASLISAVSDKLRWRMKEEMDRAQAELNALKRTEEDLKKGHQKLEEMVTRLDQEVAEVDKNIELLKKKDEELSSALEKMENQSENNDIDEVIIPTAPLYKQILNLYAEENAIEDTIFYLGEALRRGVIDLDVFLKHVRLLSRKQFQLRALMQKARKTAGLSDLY
#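 Tsg101 binding domain (10 uM final) was mixed with compound and a FITC-labeled PTAP peptide (50 nM final) in HEPES pH 7.5 buffer with NaCl, Tween 20, EDTA and TCEP; fluorescence polarization was read after 20 min at r.t.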
# ELG1 repair inh – qHTS screen for small molecules that inhibit ELG1-dependent DNA repair in human embryonic kidney (HEK293T) cells expressing luciferase-tagged ELG1. AID 504467, 2011. HEK293T ELG1-luciferase reporter, luminescence, 16 h; DNA damage induced by 5-fluorouridine. Potency, µM (titrated, usually from 46.1 µM), for inactives: top-dose activity change, negative = inhibition, hits mostly inhibitors. actives 2.3% (n = 330,000); note: potency is the fitted concentration of half-maximal effect; % is set by controls: 0 for no effect and ±100 for the full control effect; nearly all actives have a fitted effect of over 55% in size
#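 In this reporter screen, reduction of luminescence relative to DMSO vehicle indicated activity. Compounds and 5-fluorouridine were added together to 2,000 cells per well, incubated for 16 hr at 37 °C, then developed with ONE-Glo.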
# p53 reactivator – qHTS assay for re-activators of p53 using a Luc reporter; H1299 p53-A138V BP100-luciferase reporter, luminescence, 24 h; Potency, µM (top dose mostly 92.2 µM), inactives show at the highest dose activity change, positive = activation, usual class: activators; actives 0.063% (n = 320,000); note: potency is the fitted concentration of half-maximal effect; % of control where 0% means no effect; nearly all actives have a fitted effect of over 45% in size
#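 H1299 (p53-null), stable ts p53-A138V + BP100-Luc; 1000 cells/well, Opti-MEM/10% FBS; cpd 4 pt, 1:5; 24 h, 37 deg C, 5% CO2; detection reagent 10 min RT; luminescence.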
# * = called active by the depositor; ? = inconclusive; . = no result given; [ ] = remark or other dose. Unless noted, calls come from the whole dose curve; as a rule, active = well fitted curve in the direction sought with a large enough effect; inconclusive = small, poorly fitted or top-dose-only effect, or another doubt; inactive = no such curve, though single readings can be large; an effect the other way counts as inactive or inconclusive.
no.	SMILES	TCR act	BRCA1 expr act	MLL CXXC-DNA inh	a7 integrin act	TRPV1 agonist	B2AR arrestin	AT treatment	TSG101-PTAP inh	ELG1 repair inh	p53 reactivator
1	OCCNc1nc(N2CCN(Cc3ccccc3)CC2)nc2ccccc12	-2.9%	-39.6%	2.2%	11.4%	9.7	0.4%	6.4%	0.1%	-1.4%	16.9%
2	O=C(CSC1=NS(=O)(=O)c2ccccc2N1)Nc1cccc(F)c1	-4.7%	-3.4%	.	0.1%	-1.1	-0.1%	0.7%	-1.5%	8.9%	0.0%
3	Cc1nc(Nc2ccc(S(N)(=O)=O)cc2)oc1C	-6.1%	2.9%	-5.8%	-8.7%	-2.5	-0.1%	0.9%	-17.5%	2.4%	7.7%
4	Cc1cc(C(=O)Nc2cccc(C)c2C)n(-c2ccccc2)n1	0.6%	5.4%	?	3.8%	0.5	-1.0%	2.4%	1.3%	?	7.1%
5	OCC[C@@H]1C[C@H](O)[C@@H](O)[C@]2(CCCO2)O1	-2.8%	-2.7%	.	5.2%	.	.	.	-0.1%	.	.
6	O=C(/C=C/c1ccc(Br)o1)NCc1ccccc1	1.4%	7.1%	-7.8%	-28.1%	2.0	-0.4%	1.4%	-7.2%	19.7%	22.7%
7	CCC(C)[C@H](NC(=O)N1CC(=O)Nc2ccccc21)C(=O)N[C@H](C(=O)O)c1ccccc1 (stereo partly specified)	-3.8%	-4.2%	1.6%	19.1%	0.5	0.5%	-0.3%	3.9%	?	0.4%
8	COc1ccc(Cl)cc1C(=O)NCCS(=O)(=O)N1CCN(c2ccccc2F)CC1	2.1%	-26.5%	7.6%	6.8%	4.6	-0.7%	5.0%	-1.6%	?	3.2%

# Look-ups from above:
# In ELG1 repair inh, no. 3 reads 2.4%
# In B2AR arrestin, no. 2 reads -0.1%

# Part of the list above, reduced to TSG101-PTAP inh, B2AR arrestin and AT treatment:
item | smiles | TSG101-PTAP inh | B2AR arrestin | AT treatment
2 | O=C(CSC1=NS(=O)(=O)c2ccccc2N1)Nc1cccc(F)c1 | -1.5% | -0.1% | 0.7%
3 | Cc1nc(Nc2ccc(S(N)(=O)=O)cc2)oc1C | -17.5% | -0.1% | 0.9%

# (listing goes on)
no.	SMILES	TCR act	BRCA1 expr act	MLL CXXC-DNA inh	a7 integrin act	TRPV1 agonist	B2AR arrestin	AT treatment	TSG101-PTAP inh	ELG1 repair inh	p53 reactivator
9	O=C(Cc1ccc(Br)cc1)NC1CCSC1=O (stereo unspecified)	-0.6%	-6.7%	3.2%	26.2%	8.6	-0.3%	-3.2%	-3.8%	?	-1.0%
10	CCN(CC)S(=O)(=O)c1ccc2oc(SCC(=O)NC3CC3)nc2c1	-1.8%	28.6%	0.4%	-29.5%	1.3	-0.6%	11.4%	-1.2%	?	4.2%
11	O=C(COc1ccccc1[N+](=O)[O-])N1CCN(c2ccccn2)CC1	-13.1%	-9.5%	.	-25.9%	0.3	-4.5%	-5.6%	-2.4%	11.1%	-0.9%
12	CC(=O)Nc1cc(-c2nn(CC(=O)N3CCCCC3)c(=O)c3ccccc23)ccc1N1CCOCC1	.	1.1%	1.9%	4.3%	-0.2	-0.1%	6.0%	-3.3%	16.4%	-8.3%
13	CC(C)c1ccc(C(C)NC(=O)C2CCCC2)cc1 (stereo unspecified)	9.2%	-17.5%	-0.1%	-12.2%	?	-0.4%	8.3%	-6.8%	3.2%	.
14	O=C(CSc1nc2ccc(Cl)cc2[nH]1)NCCc1ccccc1	1.6%[46.1 µM]	-32.5%	12.4%	4.2%	?	0.2%	5.8%	-1.7%	-26.3%	-2.4%
15	CC1=CN2C(=N)/C(=C/c3cn(CCCOc4ccccc4C)c4ccccc34)C(=O)N=C2S1	6.2%[46.1 µM]	0.4%	11.2%	-7.6%	11.4	-0.3%	2.8%	1.1%	?	?
16	N/C(=N\OC(=O)Cc1ccccc1[N+](=O)[O-])c1ccc(Br)cc1	-3.2%	26.2%	0.4%	8.9%	4.4	0.0%	2.3%	6.7%	-3.4%	3.4%
17	Cc1ccc(-c2nnn(CC(=O)O)n2)cc1	6.1%	-14.4%	4.6%	9.4%	-4.5	-0.5%	-9.8%	-0.7%	5.1%	24.7%
18	COc1ccccc1C(CNC(=O)c1ccc(-c2ccccc2Cl)o1)N1CCCC1 (stereo unspecified)	-1.3%	-78.2%	.	-43.5%	8.2	-0.7%	1.6%	-8.3%	-17.8%	-3.6%
19	Cc1noc(C)c1COC(=O)c1cccnc1SCC(=O)Nc1ccc2c(c1)OCO2	3.4%	32.4%	15.7%	-10.3%	5.8	-0.9%	7.8%	3.5%	?	5.8%
20	O=c1[nH]c2cc3c(cc2cc1CN(Cc1cccs1)Cc1nnnn1Cc1ccco1)OCCO3	-1.3%	-67.3%	-4.9%	-4.4%	-0.6	0.9%	2.5%	-4.4%	?	-1.1%
21	CN(C)/C=C1\C(=O)N(c2ccc([N+](=O)[O-])cc2)N=C1c1ccccc1	-4.7%	88.4%	12.3%	37.9%	2.9	-0.4%	1.4%	-2.2%	?	?
22	CC1CCc2c(sc3nc(CN4CCN(S(=O)(=O)c5ccccc5[N+](=O)[O-])CC4)[nH]c(=O)c23)C1 (stereo unspecified)	-8.0%[46.1 µM]	-17.5%	3.4%	-8.7%	-8.6	-0.2%	-0.7%	-0.1%	?	0.8%
23	COc1cccc(/C=N/NC(=O)c2ccccc2N(Cc2ccccc2)S(=O)(=O)c2ccccc2)c1OC	-6.9%	-28.5%	-7.6%	22.6%	-0.1	3.3%	-1.9%	-0.9%	?	-2.7%
24	CC(C)(C)OC(=O)N1CCC(c2c(C(=O)N3CCN(C(=O)c4ccco4)CC3)cnn2-c2cccc(Cl)c2)CC1	0.6%	-27.2%	-15.6%	24.8%	18.6	0.3%	-9.1%	-4.9%	-0.7%	-4.7%
25	Cc1nn(-c2ccccn2)c2nc(-c3cccs3)cc(C(=O)N3CCOCC3)c12	.	1.7%	-21.4%	7.9%	?	-0.1%	-5.5%	-12.7%	?	-19.3%
26	COc1ccc(/C=N/NC(=O)CC(=O)NCc2cccnc2)c(OC)c1	1.5%[46.1 µM]	20.9%	3.8%	25.2%	-0.9	-0.4%	-0.1%	-0.6%	13.1%	4.4%
27	COC(=O)c1sc(NC(=O)Cc2cccs2)nc1C	.	17.2%	-5.4%	32.1%	1.3	0.2%	-1.3%	.	?	12.7%
28	O=C1N[C@H](Cc2ccccc2)COC(=O)[C@@H](Cc2ccc(F)cc2)C/C=C\C[C@H]1CC(=O)N(CCO)Cc1ccccc1	2.5%	-35.5%	.	-13.8%	.	-0.5%	7.4%	-6.7%	?	1.8%
29	COc1cc(/C=N/NC(=O)c2cccnc2)ccc1OC(=O)c1ccco1	.	0.5%	29.9%	26.4%	.	-0.1%	-6.7%	-3.3%	0.4%	9.6%
30	O=C1C[C@@H]2c3c(cccc3CN1Cc1ccccc1F)C[C@@H](O)[C@H]2O	-3.7%	0.0%	.	4.9%	.	.	.	-2.7%	.	.
31	O=C(Cc1ccccc1)Nc1ccc(C(=O)O)cc1	0.4%[46.1 µM]	8.9%	1.4%	7.4%	-2.7	0.0%	6.9%	.	12.7%	?
32	COc1cc(NC2=Nc3cccc4cccc2c34)cc(OC)c1OC	-2.7%[46.1 µM]	-40.0%	-7.5%	21.2%	-8.0	0.2%	.	1.2%	1.9%	-8.1%
33	Cc1cc(C)n(CCCNC(=O)Cn2nnnc2CN2C[C@@H](C)O[C@@H](C)C2)n1	0.1%	-0.7%	37.4%[activator]	12.4%	0.4	0.1%	6.9%	0.0%	-2.9%	4.4%
34	O=C(CCC(=O)Nc1nnc(C2CCCCC2)s1)NCc1ccccc1	-0.9%	0.0%	-4.2%	5.5%	4.0	-0.1%	0.0%	3.0%	7.8%	0.6%
35	O=C(NCc1ccc(F)cc1)C1CCCN1C(=O)Nc1cccc(F)c1 (stereo unspecified)	0.5%	17.6%	12.0%	-2.7%	4.9	-1.0%	-6.2%	-4.2%	7.6%	8.9%
36	CCN(CC)S(=O)(=O)c1ccc(C(=O)NCCCN=C2NS(=O)(=O)c3ccccc32)cc1	-2.1%[46.1 µM]	-30.6%	1.2%	-3.9%	-5.4	0.1%	.	-5.0%	-27.0%	2.5%
37	CC(C)(C)c1ccc(C(=O)NNc2cc(Cl)cc(Cl)c2)cc1	2.0%	-31.2%	-3.0%	-49.6%[inhibitor]	3.6	0.1%	6.6%	0.8%	9.9%	-4.0%

# Assay outcomes: PubChem BioAssay, National Center for Advancing Translational Sciences (NCATS)
